# Bioassay records deposited in PubChem BioAssay by Sanford-Burnham Center for Chemical Genomics.
# SENP6 block: SENP6 protease inhibitors, primary screen, biochemical, luminescence, uHTS. Recombinant SENP6 catalytic domain, aminoluciferin luminescence. inhibition, % at 10 µM. hit rate 1.8% among 330,000. AID 2599, 2010;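 active means inhibition above about 50% at the single tested dose, limit read from the data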;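 further: plate controls were DMSO wells with enzyme for no effect and DMSO wells lacking enzyme for full effect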
# Target sequence (Q9GZR1 628-1112 limits assumed): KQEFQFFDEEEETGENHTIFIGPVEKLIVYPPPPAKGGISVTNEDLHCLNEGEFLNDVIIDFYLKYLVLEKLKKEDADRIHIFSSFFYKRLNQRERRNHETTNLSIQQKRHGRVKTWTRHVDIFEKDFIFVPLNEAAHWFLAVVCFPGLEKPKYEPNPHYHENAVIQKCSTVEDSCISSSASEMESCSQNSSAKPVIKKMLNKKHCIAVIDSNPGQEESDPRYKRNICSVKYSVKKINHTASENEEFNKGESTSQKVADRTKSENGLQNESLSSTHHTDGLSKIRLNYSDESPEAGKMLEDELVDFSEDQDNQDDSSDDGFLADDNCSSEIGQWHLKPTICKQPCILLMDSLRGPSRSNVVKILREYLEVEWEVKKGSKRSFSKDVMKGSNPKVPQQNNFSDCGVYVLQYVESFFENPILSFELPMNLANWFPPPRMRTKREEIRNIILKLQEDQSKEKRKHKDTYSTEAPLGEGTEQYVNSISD
# SENP8 inh: human SENP8 protease inhibitors, primary screen, biochemical, fluorescence, Nedd8 protein substrate, uHTS; recombinant SENP8; inhibition, % at 20 µM; hit rate 0.64% among 360,000; AID 602440, 2012; in the data active means inhibition mostly above about 40%, no sharp cut-off; inactive means mostly below about 27%
# Target sequence (Q96LD8 whole entry, looked up): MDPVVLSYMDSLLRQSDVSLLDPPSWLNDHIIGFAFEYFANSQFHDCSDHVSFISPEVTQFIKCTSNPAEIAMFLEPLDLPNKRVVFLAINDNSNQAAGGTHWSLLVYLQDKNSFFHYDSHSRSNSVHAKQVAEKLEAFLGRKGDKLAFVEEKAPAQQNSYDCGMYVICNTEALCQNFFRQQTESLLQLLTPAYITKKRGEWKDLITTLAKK
# ATG4B inh: ATG4B protease inhibitors, primary screen, biochemical, fluorescence, uHTS. ATG4B cleavage of LC3-PLA2, NBD-HPC fluorescence, 1 h. inhibition, % at 8.33 µM. hit rate 0.51% among 340,000. Cysteine protease ATG4B (Homo sapiens), Q9Y4P1; in the data active means inhibition above about 40%
# hIAP activ: human IAP activators, primary screen, biochemical, luminescence, uHTS | Intestinal-type alkaline phosphatase (Homo sapiens), P09923 | purified human IAP, CDP-Star luminescence, 30 min; active compounds read high; 1 = vehicle-only enzyme, 0 = enzyme-free background | activation factor at 10 µM | hit rate 0.16% among 330,000;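 active means activation factor of the enzyme at least 2-fold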; further: the source names both 10 and 20 µM as test concentration; values of inactives mirror those of a sister screen read the other way
# PfGluPho inh: PfG6PD enzyme inhibitors, primary screen, biochemical, fluorescence intensity, uHTS; PfGluPho enzyme, NADPH resazurin-diaphorase fluorescence; hit rate 0.78% among 350,000; glucose-6-phosphate dehydrogenase-6-phosphogluconolactonase (Plasmodium falciparum 3D7); inhibition, % at 20 µM; AID 504690, 2011;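 active means inhibition reaching at least a set limit at 20 µM in the primary screen, cut at about 59% in these data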;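 further: 0% = DMSO wells with substrate and 100% = DMSO wells lacking glucose-6-phosphate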
# NR3A LBD binder: binders of NR3A ligand-binding domain, primary screen, biophysical, differential scanning fluorimetry, uHTS; Glutamate receptor ionotropic, NMDA 3A (GRIN3A) ligand-binding domain; NR3A LBD differential scanning fluorimetry, Tm shift; 0% = protein alone, 100% = glycine-bound protein; Tm shift relative to glycine control, % at 25 µM; hit rate 2.5% among 340,000;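 active means melting temperature shift of at least 10% of the positive control shift, at one fixed dose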
# SENP1 FRET inh: human SENP1 catalytic domain inhibitors, primary screen, biochemical, FRET, uHTS. Sentrin-specific protease 1 (Homo sapiens), Q9P0U3. recombinant SENP1 catalytic domain, CyPet-SUMO1-YPet FRET cleavage. inhibition, % at 10 µM. hit rate 0.21% among 360,000. AID 624204, 2012;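 active means inhibition at least 30% at 10 µM, raw YFP signal under a set limit, fluorescence ratio 0.5 to 1.5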;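 further: 0% = enzyme with DMSO and 100% = no enzyme wells; some results filed as inactive read as strong as hits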
# Target sequence (Q9P0U3 419-644 limits assumed): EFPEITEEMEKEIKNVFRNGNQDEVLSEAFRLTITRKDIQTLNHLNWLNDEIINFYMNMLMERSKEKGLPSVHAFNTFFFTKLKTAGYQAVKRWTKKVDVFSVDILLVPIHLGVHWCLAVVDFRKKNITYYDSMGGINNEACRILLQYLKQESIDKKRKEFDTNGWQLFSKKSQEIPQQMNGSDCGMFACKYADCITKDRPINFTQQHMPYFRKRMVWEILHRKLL
#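 Test system: recombinant human SENP1 catalytic domain, His6-tagged / Medium: pH 8 Tris buffer with EDTA, NaCl, BME, BSA, NP40, catalase / Also added: SUMO1 FRET substrate flanked by Cypet and Ypet, 25 nM / Times: 50 min reaction at room temperature / Signal: FRET, CFP and YFP emission / Control set: no-enzyme low control and enzyme-plus-DMSO high control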
# MPTP block: mitochondrial permeability transition pore inhibitors, primary screen, biochemical, isolated mouse mitochondria, absorbance; hit rate 1.4% among 360,000; inhibition, % at 10 µM; AID 602449, 2012; Ca2+ swelling absorbance, 30 min;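 active means inhibition of 50% or more, scaled per plate between neutral and stimulator controls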;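 further: 0% = DMSO wells given calcium and 100% = 1 mM EGTA wells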
# Numbers without * were called inactive; . = not tested or not shown.
SMILES,SENP1 FRET inh,ATG4B inh,PfGluPho inh,SENP8 inh,hIAP activ,MPTP block,NR3A LBD binder,SENP6 block
COc1ccc(N(C(=O)c2cnccn2)C(C(=O)NC2CCCCC2)c2ccc(O)cc2)cc1 (configuration not stated),1,-10,-1,3,1.2,2.5,-2,-8
O=C(CCn1ccc([N+](=O)[O-])n1)Nc1nccs1,0,9,-4,8,0.93,-1.3,-3,-20
O=C(Nc1ccccc1Cl)N1C2CCC1CC(O)(c1cccnc1)C2 (configuration not stated),-2,6,-12,3,0.86,-0.2,-3,0
O=C(c1cccs1)c1sccc1Cc1ccccc1,-1,16,-10,22,.,-0.1,1,.
O=c1oc2ccccc2nc1/C=C(O)/C=C/c1ccc(F)cc1,-17,2,-28,47*,1.1,-0.9,0,2
CC(C)CNC(=O)Nc1ccccc1F,0,4,0,8,1.2,0.5,0,-11
COc1cc(C)nc(OCCNS(=O)(=O)c2cc(C)ccc2C)n1,-1,-17,-7,28,1,-1.7,0,-34
COc1ccc(-c2ccc(C(c3c(C)[nH][nH]c3=O)c3c(C)[nH][nH]c3=O)o2)c([N+](=O)[O-])c1,0,13,28,38*,1.1,-0.7,-3,13
CCOC(=O)c1cnc2c(cnn2C)c1Cl,2,-1,-5,11,0.84,0.9,1,-14
Cc1nn(CC(=O)Nc2cc(S(=O)(=O)N3CCOCC3)ccc2Cl)c(C)c1[N+](=O)[O-],3,-3,1,6,1.1,1.6,2,-23
CCCCCC(=O)N1CCCC(c2nc(-c3ccc(OC)cc3)no2)C1 (configuration not stated),-1,-13,4,21,1,2.7,3,-7
C=CCNC(=S)NNC(=O)c1ccc(Br)o1,4,-6,-15,20,1.5,0.4,-4,-10
Cc1oc(S(=O)(=O)N2CCCCC2)cc1NC(=O)Nc1ccc(Cl)cc1,-2,-9,0,7,1.4,84*,9,-10
CCNC(=O)NC(=O)C(C)OC(=O)c1cccn1C (configuration not stated),1,-6,-4,6,0.92,-1.1,-2,-2
CCCN1CCN(C(=O)Nc2ccc(C(=O)OCC)cc2)CC1,-2,-14,-4,4,0.86,1.7,-2,-10
Cc1nc(NC(=O)CN(C)S(=O)(=O)c2ccc(Br)cc2)sc1C,0,-18,-1,10,0.97,-1.5,-1,-6
COc1ccc(-n2c(SCC(=O)NNC(=O)c3ccccc3C)nnc2-c2ccncc2)cc1,-3,-2,-2,12,0.97,-0.9,3,3
CCOc1cc(/C=C/c2ccc3cccc([N+](=O)[O-])c3n2)ccc1OCC(=O)N(C)C,7,-16,-5,17,0.82,1.8,-8,3
COc1cc(/C=C/C(=O)OCC(=O)Nc2ccc(NC(C)=O)cc2)cc(S(=O)(=O)N2CCc3ccccc32)c1OC,-4,-26,11,5,0.91,0.6,1,-9
CC(=O)N[C@@H](Cc1c[nH]c2ccccc12)C(=O)NC1CCCc2ccccc21 (some centres not stated),-1,13,-6,12,1.1,0.7,2,-18
COC(CNC(=O)c1cccnc1)OC,2,8,-17,1,0.9,-0.2,-1,0
Cn1ccnc1SCC(=O)c1ccc(C#N)cc1,-1,2,3,-25,1,-0.9,1,-19
O=S(=O)(NCc1cc(-c2ccc(Cl)cc2)no1)c1ccccc1,2,-8,4,22,0.92,4.5,-1,-7
Cc1ccccc1NC(=O)N1C2CCC1CC(O)(c1cccnc1)C2 (configuration not stated),-2,-10,-15,18,1.1,0.4,2,-14
O=C(O)c1cccc(Nc2ccc([N+](=O)[O-])cn2)c1,-4,-1,-2,14,0.84,-0.7,1,91*
CC(=O)Nc1ccc(S(=O)(=O)N2CCN(Cc3cccnc3)CC2)cc1,2,6,-1,14,0.82,-0.7,0,-14
O=C(CCS(=O)(=O)Cc1ccccc1)Nc1nc2c(s1)CCCC2,0,4,28,0,1.1,-0.3,1,0
COc1ccc(CC(=O)OCn2nnc3ccccc3c2=O)cc1OC,1,-7,-3,16,1,1.7,2,-11
CCc1ccc(Nc2oc(C)cc(=O)c2C(C)=O)cc1,-1,3,4,10,0.97,0.9,-15,-14
CC(=O)c1cc(F)c(N2CCN(CCC#N)CC2)cc1C,4,-13,-26,7,0.97,-0.5,2,-8
Cc1onc(-c2ccccc2Cl)c1C(=O)NCCCc1ccccc1,1,3,-1,-3,1.3,0.1,-1,-6
Cc1ccccc1Nc1nnc(SCC(=O)c2c(N)n(C)c(=O)n(C)c2=O)s1,-4,-1,1,12,0.99,-1.8,-4,-22
N#CC1=C(N)S[C@H](C(=O)C23CC4CC(CC(C4)C2)C3)[C@H]1c1ccncc1,-6,-9,-8,-10,1.1,0.7,-17,-14
Cc1ccc(CN2CC(C(=O)NC3CCCC(C)C3C)CC2=O)cc1 (configuration not stated),1,-3,7,2,0.87,-0.7,0,0
CCN1C(=O)N[C@@H](CCc2ccccc2)[C@H](C(C)=O)[C@H]1C,2,-14,7,13,1.1,3.4,1,0
CCOC(=O)C1CCCN(C(=O)CNC(=O)Cn2ccc3ccccc3c2=O)C1 (configuration not stated),2,-11,1,-18,1,1.0,-1,-10
Cc1ccc(-c2nnn(CC(=O)NCCc3ccc4c(c3)OCO4)n2)cc1,3,13,2,6,0.96,1.1,0,-20
Cc1oc(-c2ccccc2Cl)nc1CN1CCCN(C(=O)c2ccco2)CC1,-5,13,-17,-17,1,0.5,-2,-9
COc1ccc(NS(=O)(=O)c2ccc3oc(=S)[nH]c3c2)cc1,1,-2,-19,23,1.3,-0.8,-7,-12
Cc1ccccc1N=Nc1ccc(O)c2ncccc12,2,31,-28,24,.,4.4,-5,.
CCOC(=O)CNC(=O)N1CCC(CCOc2ccccc2)(C(=O)OCC)CC1,1,-2,2,11,1.1,0.3,0,0
O=C(NCCc1cn2cccnc2n1)C1CCC(=O)N(Cc2ccccc2F)C1 (configuration not stated),1,.,8,-492,.,-1.1,.,.
CCN(CC)S(=O)(=O)c1ccc(C(=O)NCc2cccs2)cc1,-1,4,-7,22,1,-1.3,-1,-22
O=C(O)c1ccc(Nc2nc3ccc(Cl)cc3[nH]2)cc1,2,3,-5,-245,0.88,0.4,8,23
Cc1cc(S(=O)(=O)NCCC2=CCCCC2)ccc1Br,-1,11,3,2,1,1.9,-9,-8
CCCn1cc(S(=O)(=O)c2ccc(OC)cc2)c(=O)c2cc(OCC)ccc21,1,-4,-1,-14,0.92,2.1,-3,-17
O=[N+]([O-])c1ccc2c(c1)C(N1CCOCC1)/C(=C/COc1ccc(Cl)cc1Cl)O2 (configuration not stated),1,-6,9,28,0.87,-0.6,0,0
NCCN1CCN(CCN)CC1,2,-8,15,20,.,-0.2,1,.
CCN(CC(=O)Nc1ccc2c(c1)OCCO2)C(=O)c1cc(Cl)nc2ccccc12,2,1,-26,-12,1.2,-3.1,0,-5
CCOC(=O)C1CCCN(C(=O)CCc2ccccc2)C1 (configuration not stated),3,2,-8,15,0.96,-1.0,0,-16
O=C(CSC(=S)N1CCOCC1)Nc1nc(-c2ccccc2)c(-c2ccccc2)o1,3,5,-28,-4,0.96,1.3,-7,-2
Cc1cc(C)nc(-n2ncc3c2CC(c2ccc(F)cc2)CC3=O)n1 (configuration not stated),0,-27,-3,7,1.1,-0.1,-6,-20
O=C(Nc1nc2ccccc2s1)c1ccc(F)cc1,2,-2,31,-43,0.88,-0.7,0,88*
Cc1cccc(OCC(=O)N(Cc2ccc(C)o2)C2CCS(=O)(=O)C2)c1 (configuration not stated),1,-3,-8,11,1.2,1.2,0,9
N#Cc1ccc(COC(=O)c2cc(=O)c3ccccc3o2)cc1,-6,0,-14,-3,1,-2.0,-1,-9
Clc1cccc(CNCCCSc2ncccn2)c1Cl,-4,0,4,13,1.2,0.4,-3,-12
Cc1ccc(S(=O)(=O)N(CCO)Cc2ccccc2)cc1,1,-8,4,17,1.4,8.3,3,-6
Fc1ccc(C(CCNCc2cccs2)c2ccco2)cc1 (configuration not stated),0,9,11,8,1.1,4.3,2,-15
O=C(c1ccc(Cl)cc1)N1CCOc2ccccc21,3,-3,-9,24,.,0.5,0,.
COc1ccnc(-n2cccc2C#N)c1C#N,0,0,-9,16,0.85,-0.1,-1,-16

# (more compounds)
SMILES,SENP1 FRET inh,ATG4B inh,PfGluPho inh,SENP8 inh,hIAP activ,MPTP block,NR3A LBD binder,SENP6 block
N#Cc1ccc(N/N=C/c2ccccc2)c([N+](=O)[O-])c1,3,-6,2,34,0.86,2.3,1,-11
COC(=O)CSc1nnc2c3c4c(sc3nc(-n3nc(C)cc3C)n12)COC(C)(C)C4,-8,-12,-17,-475,1.4,1.9,-3,5
CCC1(C)Cc2nc3[nH]c(=S)n(-c4ccc(C)cc4)c(=O)c3cc2CO1 (configuration not stated),0,1,3,-21,1,0.1,0,-7
CCC(=O)c1cc2c(cc1NC(=O)C(C)C)OCCO2,2,1,8,-330,0.81,1.8,5,-4
CN(C)S(=O)(=O)n1cc(/C=C(\NC(=O)c2ccccc2Cl)C(=O)NCCCn2ccnc2)c2ccccc21,1,-16,12,-8,1.3,-0.7,2,3
CCCCCC(=O)N/N=C/c1ccccc1[N+](=O)[O-],1,-9,14,14,0.85,0.2,0,-24
Cc1ccc(Oc2ccc(C(F)(F)F)cc2[N+](=O)[O-])c([N+](=O)[O-])n1,1,-4,8,25,1.5,1.1,1,4
N#CC1=C(SCC(N)=O)NC(=O)CC1c1cccc2ccccc12 (configuration not stated),-1,-2,0,16,.,0.7,-2,.
COc1ccccc1-n1c(C)nnc1SCC(=O)Nc1cc(C)cc(C)c1,-1,-5,-7,4,0.79,1.7,-1,-4
CCOC(=O)c1c(-c2ccccc2)csc1/N=C/C1C(=O)CCCC1=O,-74,10,17,-56,0.9,17,-7,4
CC1(C)CC(=O)C(C=NCCN2CCN(CC(=O)Nc3ccc(Cl)cc3)CC2)=C(O)C1,2,-5,-17,4,1.1,-2.5,-2,9
CCC(=O)N1CCc2cc(Br)cc(S(=O)(=O)CCC(=O)NCCOC)c21,1,-10,6,5,1.1,-0.1,-1,-6

# 2 entries from above, field by field:
Clc1cccc(CNCCCSc2ncccn2)c1Cl
  SENP1 FRET inh: -4	ATG4B inh: 0	PfGluPho inh: 4	SENP8 inh: 13	hIAP activ: 1.2	MPTP block: 0.4	NR3A LBD binder: -3	SENP6 block: -12
Cc1nn(CC(=O)Nc2cc(S(=O)(=O)N3CCOCC3)ccc2Cl)c(C)c1[N+](=O)[O-]
  SENP1 FRET inh: 3	ATG4B inh: -3	PfGluPho inh: 1	SENP8 inh: 6	hIAP activ: 1.1	MPTP block: 1.6	NR3A LBD binder: 2	SENP6 block: -23

# Next entries:
SMILES,SENP1 FRET inh,ATG4B inh,PfGluPho inh,SENP8 inh,hIAP activ,MPTP block,NR3A LBD binder,SENP6 block
CN1CC2(C)CN(C(c3ccccc3)c3ccccc3)CC(C)(C1)C2O (configuration not stated),1,0,1,17,1.1,1.4,1,5
COc1cc(C(=O)N/N=C/c2sccc2C)cc(OC)c1OC,-3,-1,-7,9,.,0.1,0,.
CC(=O)Nc1nc2ccc(-c3nc4ccccc4o3)cc2s1,-56,-23,-6,-495,1.1,-18,-1,-2
CCOc1cc(NC(=S)NCC(C)C)c(OCC)cc1NC(=O)c1cccs1,1,3,-8,6,1.1,1.1,2,-6
COc1ccc(CCNC(=O)CSc2nc(N)c(C#N)c(-c3cccs3)c2C#N)cc1OC,0,-4,2,-4,0.95,-0.9,-2,6
